LYPLA1 counter = counter-screen for PME1 inhibitors: inhibitors of human LYPLA1; O75608; recombinant LYPLA1, FP-Rh probe fluorescence polarization; inhibition, % at 5.9 µM; actives 0.16% (n = 320,000);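 active = inhibition above the mean of all tested compounds plus 3 SD, set per campaign, cut at about 14% in these data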;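 also: inhibitors block serine hydrolase probe labeling of LYPLA1 so polarization falls; 0% = enzyme with DMSO and 100% = wells lacking LYPLA1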
Target sequence (O75608 whole entry, looked up): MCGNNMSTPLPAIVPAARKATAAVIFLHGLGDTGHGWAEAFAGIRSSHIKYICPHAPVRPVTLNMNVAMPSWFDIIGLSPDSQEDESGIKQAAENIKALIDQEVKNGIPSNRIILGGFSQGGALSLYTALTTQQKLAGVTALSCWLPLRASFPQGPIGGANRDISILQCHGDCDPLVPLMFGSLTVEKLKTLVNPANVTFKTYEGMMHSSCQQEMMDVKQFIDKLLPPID
GSTO1 counter = GSTO1 inhibition, counter-screen for RBBP9 inhibitors | inhibition, % at 5.96 µM | recombinant GSTO1, activity-based probe fluorescence polarization | AID 1974 | actives 1.1% (n = 300,000);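 active = inhibition above the campaign mean inhibition plus 3 SD, cut at about 35% in these data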;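 also: 0% = GSTO1-1 with DMSO and 100% = wells lacking GSTO1-1 enzyme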
LYPLA2 counter = counter-screen for PME1 inhibitors: inhibitors of human LYPLA2. actives 0.38% (n = 320,000). inhibition, % at 5.9 µM. O95372. recombinant LYPLA2, FP-Rh probe fluorescence polarization;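 active = inhibition above the screen-wide mean plus 3 SD, limit set per campaign, cut at about 26% in these data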;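 also: 0% = LYPLA2 with DMSO and 100% = wells lacking LYPLA2 enzyme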
PAFAH2 inh = inhibitors of human PAFAH2; inhibition, % at 3.39 µM; Q99487; recombinant PAFAH2, FP-rhodamine activity probe, fluorescence polarization; actives 0.99% (n = 340,000);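 active = inhibition above the mean over all tested compounds plus 3 SD, cut at about 30% in these data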;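 also: inhibitors block probe labeling of enzyme so polarization drops; 0% = enzyme with DMSO and 100% = wells lacking PAFAH2 protein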
PREPL inh = human PREPL enzyme inhibition; AID 2751; actives 0.68% (n = 320,000); recombinant PREPL, fluorescence polarization activity-based probe; inhibition, % at 5.96 µM; Q4J6C6; in the data active = inhibition above about 43%;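 also: 0% = enzyme with DMSO and 100% = wells lacking enzyme; many of its hits are not listed in these tables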
pPAFAH inh = pPAFAH (human) enzyme inhibition; Q13093; recombinant pPAFAH, FP-rhodamine probe fluorescence polarization; inhibition, % at 3.39 µM; actives 1.5% (n = 330,000); AID 463082;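 active = inhibition above the mean inhibition across the screen plus 3 SD, cut at about 25% in these data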;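 also: inhibitors block binding of the rhodamine activity-based probe so polarization drops; 0% = enzyme with DMSO and 100% = wells lacking pPAFAH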
Target sequence (Q13093 whole entry, looked up): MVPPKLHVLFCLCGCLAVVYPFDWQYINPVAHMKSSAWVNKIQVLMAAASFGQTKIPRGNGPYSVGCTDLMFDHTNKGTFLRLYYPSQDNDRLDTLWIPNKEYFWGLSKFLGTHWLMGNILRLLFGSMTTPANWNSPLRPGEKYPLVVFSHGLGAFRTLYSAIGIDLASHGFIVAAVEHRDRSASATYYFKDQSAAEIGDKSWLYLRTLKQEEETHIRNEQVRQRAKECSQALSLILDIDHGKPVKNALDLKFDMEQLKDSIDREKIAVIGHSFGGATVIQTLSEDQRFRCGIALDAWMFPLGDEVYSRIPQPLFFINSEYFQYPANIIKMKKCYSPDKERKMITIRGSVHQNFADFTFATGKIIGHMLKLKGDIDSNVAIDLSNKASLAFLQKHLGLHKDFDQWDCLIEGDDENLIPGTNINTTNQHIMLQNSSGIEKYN
PAD4 FP inh = inhibitors of human PAD4 | actives 0.41% (n = 330,000) | inhibition, % at 6.36 µM | recombinant PAD4, RCA probe fluorescence polarization;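 active = percent inhibition above a cutoff equal to the mean of all tested compounds plus 3 SD, cut at about 15% in these data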;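 also: 0% = PAD4 with RCA probe and DMSO and 100% = probe without PAD4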
PAFAH1B3 FP inh = blocks human PAF acetylhydrolase 1B catalytic subunit 3; recombinant PAFAH1B3, FP-rhodamine probe, fluorescence polarization; inhibition, % at 3.39 µM; actives 0.28% (n = 340,000);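 active = inhibition above the screen-wide average of all tested compounds plus 3 SD, cut at about 25% in these data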;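 also: 0% = enzyme with DMSO only and 100% = wells lacking PAFAH1B3 protein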
PAFAH1B2 inh = PAFAH1B2 (human) inhibition | P68402 | recombinant PAFAH1B2, FP-rhodamine activity probe, fluorescence polarization | inhibition, % at 3.39 µM | actives 1.2% (n = 340,000) | AID 492953;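 active = inhibition above the mean of all tested compounds plus 3 SD, cut at about 24% in these data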;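 also: 0% = enzyme with DMSO and 100% = wells lacking PAFAH1B2; many of its hits are not listed in these tables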
Target sequence (P68402 whole entry, looked up): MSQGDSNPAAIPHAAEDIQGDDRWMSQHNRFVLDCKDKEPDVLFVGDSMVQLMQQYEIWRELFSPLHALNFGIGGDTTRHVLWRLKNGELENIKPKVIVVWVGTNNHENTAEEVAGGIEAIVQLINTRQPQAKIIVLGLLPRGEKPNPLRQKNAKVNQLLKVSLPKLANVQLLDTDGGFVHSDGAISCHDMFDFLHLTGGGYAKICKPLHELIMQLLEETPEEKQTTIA
Numbers without * were called inactive; . = not tested or not shown.

entry	mol	LYPLA1 counter	GSTO1 counter	LYPLA2 counter	PAFAH2 inh	PREPL inh
1	CN(Cc1ccccc1)C(=O)c1[nH]cnc1C(=O)Nc1ccccc1	-1	.	2	-3	5
2	O=C(Nc1ncn[nH]1)c1ccccc1Br	-1	3	-2	-12	2
3	CC(=O)c1cccc(OCc2cc(C(=O)N3CC4C[C@@H]5CC3C[C@H](C4)C5)no2)c1	6	-8	10	3	13
4	Cc1ccc(-n2c(CNc3ccc(F)cc3)nnc2SCC(=O)NCc2ccco2)cc1	4	1	9	-9	15
5	CC1(C)Oc2ccc3ccc(=O)oc3c2[C@@H](O)[C@H]1O	2	.	-4	1	-3
6	Cc1cc(-n2c(C)cc(C(=O)CN3C(=O)NC4(CCCCCC4)C3=O)c2C)no1	1	3	1	10	15
7	Cc1ccc(NC(=O)C(=O)NCC2CCCO2)cc1C (configuration not stated)	2	-7	-1	6	7
8	CNC(=S)/N=C(/Nc1ccccc1)c1ccccc1	2	2	5	0	7
9	CCn1c2ccccc2c2cc(NC(=O)C(C)OC(=O)c3ccc(NC(=O)CC#N)cc3)ccc21 (configuration not stated)	-9	.	-16	-4	1
10	Cc1ccc(C(=O)NCc2ccccn2)cc1NC1=NC2CS(=O)(=O)CC2S1 (configuration not stated)	-3	5	6	3	7
11	CC(C)[C@H](NC(=O)OC(C)(C)C)c1nnc(SCC(=O)Nc2ccc(Br)cc2)o1	0	-3	48*	13	15
12	Cc1ccc(N2C(=O)C3CCCN3C2=S)cc1C (configuration not stated)	-2	4	1	4	0
13	CSCC[C@H](NC(=O)OC(C)(C)C)C(=O)N1CCC(C(=O)N[C@@H](C)C(=O)NCc2ccc(F)cc2)CC1	1	6	1	8	3
14	CC1=C(C(=O)Nc2ccccc2)C(c2cccs2)C(C#N)=C(SCC#N)N1 (configuration not stated)	-8	-11	-8	-1	3
15	COc1cc(NC(=O)C2=CC(c3ccc(C)cc3)=NS(=O)(=O)N2C)cc(OC)c1OC	-2	2	-1	19	7

entry	pPAFAH inh	PAD4 FP inh	PAFAH1B3 FP inh	PAFAH1B2 inh
1	-2	1	14	6
2	-1	0	2	3
3	6	1	3	5
4	3	4	0	5
5	-2	4	-8	1
6	-2	-4	0	-4
7	10	-4	4	3
8	1	1	9	3
9	-12	-11	-6	-4
10	-1	-1	5	2
11	5	-2	12	3
12	5	3	10	5
13	5	3	8	2
14	12	-12	2	2
15	13	-2	-1	1

The final five records of the part before are carried over, then new ones follow:
entry	mol	LYPLA1 counter	GSTO1 counter	LYPLA2 counter	PAFAH2 inh	PREPL inh
11	CC(C)[C@H](NC(=O)OC(C)(C)C)c1nnc(SCC(=O)Nc2ccc(Br)cc2)o1	0	-3	48*	13	15
12	Cc1ccc(N2C(=O)C3CCCN3C2=S)cc1C (configuration not stated)	-2	4	1	4	0
13	CSCC[C@H](NC(=O)OC(C)(C)C)C(=O)N1CCC(C(=O)N[C@@H](C)C(=O)NCc2ccc(F)cc2)CC1	1	6	1	8	3
14	CC1=C(C(=O)Nc2ccccc2)C(c2cccs2)C(C#N)=C(SCC#N)N1 (configuration not stated)	-8	-11	-8	-1	3
15	COc1cc(NC(=O)C2=CC(c3ccc(C)cc3)=NS(=O)(=O)N2C)cc(OC)c1OC	-2	2	-1	19	7
16	COc1ccc(CN=C(Nc2ccccc2)SC2CC(=O)N(C)C2=O)cc1 (configuration not stated)	1	5	5	1	0
17	Cc1ccccc1N1CC(C(=O)N2CCCCCC2)CC1=O (configuration not stated)	-1	1	2	0	4
18	COc1ccc(S(=O)(=O)NCCOc2ccccc2)cc1OC	0	1	5	-10	-2
19	CCC/C=N/NC(=O)c1[nH]c2c([N+](=O)[O-])cccc2c1C	2	6	1	-5	12
20	Brc1ccccc1OCCCCN1CCCCC1	1	2	2	0	11
21	O=C1ON=C(c2ccc(Cl)cc2)/C1=C/c1ccc(O)cc1	-1	15	7	.	2
22	Cc1onc(-c2c(Cl)cccc2Cl)c1NC(=O)NC1CCSC1 (configuration not stated)	-3	3	1	.	4
23	COc1cc(NC(=O)C2CCC(CNc3c(N4CCCCC4)c(=O)c3=O)CC2)cc(OC)c1 (configuration not stated)	24*	7	6	8	5
24	CC(C)C(=O)NCC(c1ccc2c(c1)OCO2)N1CCOCC1 (configuration not stated)	-2	-4	-3	-2	1
25	CCOC(=O)C1CCCN(S(=O)(=O)c2ccc(Br)s2)C1 (configuration not stated)	-1	9	3	1	9
26	CCNc1nc(NCC)nc(OCCOC(=O)COc2ccc(Cl)cc2Cl)n1	-2	1	9	4	-8
27	O=C1C2CC=CCC2C(=O)N1n1cnnc1 (configuration not stated)	-4	10	-2	3	2
28	Brc1ccc(Oc2nnnn2-c2ccccc2)cc1	3	-1	6	1	2
29	N#C/C(=N\Nc1ccc(S(=O)(=O)N2CCOCC2)cc1)C(N)=S	-1	-3	2	1	0
30	COC(=O)c1ccc(COC(=O)CNC(=O)CNC(=O)c2ccc(C)cc2)cc1	0	-1	-2	2	-5

entry	pPAFAH inh	PAD4 FP inh	PAFAH1B3 FP inh	PAFAH1B2 inh
11	5	-2	12	3
12	5	3	10	5
13	5	3	8	2
14	12	-12	2	2
15	13	-2	-1	1
16	2	-2	3	6
17	1	1	-1	5
18	11	6	-1	5
19	1	1	6	8
20	-1	3	6	-1
21	3	-1	.	.
22	5	1	.	.
23	4	4	6	6
24	2	5	7	2
25	-2	-4	0	9
26	9	-2	2	7
27	2	0	2	3
28	-2	-2	2	6
29	6	0	4	6
30	2	-3	7	3

entry	mol	LYPLA1 counter	GSTO1 counter	LYPLA2 counter	PAFAH2 inh	PREPL inh
31	COc1cccc(NC(=O)/C=C/c2ccc(S(=O)(=O)N3CCOCC3)cc2)c1	-4	.	5	-12	4
32	O=[N+]([O-])c1cc(Cl)ccc1-c1nc(-c2ccncc2)no1	-3	7	0	-3	-7
33	Cc1c(NC(=O)CSCc2ccco2)c(=O)n(-c2ccccc2)n1C	-3	6	-4	1	9
34	COc1ccc2c(c1)CCN=C2Cc1ccc(OC)c(OC)c1	-3	1	-7	-10	19
35	CCCCN(CC(=O)NCCOC)C(=O)Cn1nnc2ccccc21	-2	6	-2	1	5
36	CC(=O)Nc1ccc(/C(C)=N/NC(=O)c2ccccc2Cl)cc1	-5	-1	-4	-6	-7
37	COC(=O)C(C)Sc1snnc1-c1ccccc1 (configuration not stated)	1	6	6	-4	-5
38	CCCc1c(C)[nH]c2ccccc2c1=O	2	2	-4	-1	-7
39	CS(=O)(=O)c1ccc2nc(NC(=O)CN3CCOCC3)sc2c1	2	-1	-2	4	17
40	CCN(CC)C(=O)COC(=O)C1CCN(S(=O)(=O)c2ccc3c(c2)OCCO3)CC1	0	.	2	2	13
41	CC12CCC(C(=O)NNC(=O)c3ccc(Br)cc3)(OC1=O)C2(C)C (configuration not stated)	5	5	-1	8	4
42	Cc1nnc(SCc2cc(=O)[nH]c(N3CCCCC3)n2)s1	2	1	3	-7	5
43	CCCc1cc2c(cc1NC(=O)c1ccccc1F)OCO2	4	8	3	-11	4
44	CCOC(=O)N1CCC(NC2CCCCCCC2)CC1	3	8	5	1	11
45	CC(=O)N(C)c1ccc(OCC(O)CN(c2ccccc2C)S(=O)(=O)c2ccc(C)cc2)cc1 (configuration not stated)	1	3	2	13	-1

entry	pPAFAH inh	PAD4 FP inh	PAFAH1B3 FP inh	PAFAH1B2 inh
31	-3	-2	5	1
32	0	-1	1	1
33	1	-6	12	5
34	-2	-3	3	-1
35	1	0	-1	6
36	3	-4	6	-2
37	0	-5	1	3
38	4	-1	0	-5
39	-2	-2	3	4
40	0	1	2	7
41	1	-5	6	3
42	-3	1	5	3
43	6	-1	1	-2
44	0	2	5	3
45	3	-4	15	2

entry	mol	LYPLA1 counter	GSTO1 counter	LYPLA2 counter	PAFAH2 inh	PREPL inh
46	Cc1c(-n2c(SC(C)C(=O)NC(N)=O)nc3ccccc3c2=O)c(=O)n(-c2ccccc2)n1C (configuration not stated)	6	-3	5	5	-2
47	C=CCN1C(=O)/C(=C\c2cc(Br)c(OCc3ccccn3)c(OC)c2)SC1=S	0	-2	-5	6	-3
48	COCCCNC(=O)Cn1cc2c(n1)CCCCC2	0	3	-5	0	-3
49	Cc1oc2nc(SCC(=O)N3CCCCC3)nc(N)c2c1C	5	-1	5	-4	-8
50	CC(O)c1cccc(NC(=O)CCC(=O)O)c1 (configuration not stated)	-1	9	1	6	0
51	O=C(Nc1cnn(Cc2ccc(Cl)cc2)c1)c1ccc([N+](=O)[O-])cc1	-1	-9	17	9	31
52	O=C(O)CCc1nc(-c2ccccc2Cl)no1	2	9	-3	-6	-6
53	CCCCC1=NC2(CCCC2)C(=O)N1Cc1ccc(-c2ccccc2-c2nn[nH]n2)cc1	1	0	2	.	1
54	COc1ccc(Nc2nccc(N(C)C)c2C#N)cc1	-1	8	5	.	1
55	COc1cccc(N2CC(C(=O)Nc3nnc(SCCC4OCCO4)s3)CC2=O)c1 (configuration not stated)	2	7	5	-1	0
56	COc1ccccc1CNc1ncccn1	0	0	-1	3	-3

entry	pPAFAH inh	PAD4 FP inh	PAFAH1B3 FP inh	PAFAH1B2 inh
46	3	3	-3	2
47	-1	-3	2	-1
48	0	-3	-7	1
49	0	-3	-1	4
50	0	1	12	3
51	-4	-36	6	10
52	5	-1	0	-1
53	3	-1	.	.
54	4	0	.	.
55	7	1	-3	-3
56	-3	0	10	2

From PubChem BioAssay

An excerpt; the hit share may differ from the screen's.
